Assay outcomes from PubChem BioAssay.
zVAD death inh – blocks zVAD induced death of L929 cells | L929 zVAD necroptosis rescue, ATP luminescence, 24 h; with zVAD 60 µM | viability rescue, % at 10 µM | 220,000 compounds, 0.38% hits;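 active = activation, scaled between plate controls, above about 75%, limit read from the data; inactive = activation under that limit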;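 note: 0% = zVAD with DMSO and 100% = DMSO alone without zVAD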
Hck Nef HTS – blocks Nef-activated human Hck kinase. inhibition, % at 20 µM. Recombinant Hck-YEEI plus Nef, Z-Lyte FRET kinase assay. P08631. AID 463187. 220,000 compounds, 0.68% hits;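 active = Hck-Nef kinase inhibition above about 50%, limit read from the data; inactive = inhibition below that limit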;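 note: 0% = DMSO with Hck plus Nef and 100% = Hck alone without Nef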
Target sequence (P08631 whole entry, looked up): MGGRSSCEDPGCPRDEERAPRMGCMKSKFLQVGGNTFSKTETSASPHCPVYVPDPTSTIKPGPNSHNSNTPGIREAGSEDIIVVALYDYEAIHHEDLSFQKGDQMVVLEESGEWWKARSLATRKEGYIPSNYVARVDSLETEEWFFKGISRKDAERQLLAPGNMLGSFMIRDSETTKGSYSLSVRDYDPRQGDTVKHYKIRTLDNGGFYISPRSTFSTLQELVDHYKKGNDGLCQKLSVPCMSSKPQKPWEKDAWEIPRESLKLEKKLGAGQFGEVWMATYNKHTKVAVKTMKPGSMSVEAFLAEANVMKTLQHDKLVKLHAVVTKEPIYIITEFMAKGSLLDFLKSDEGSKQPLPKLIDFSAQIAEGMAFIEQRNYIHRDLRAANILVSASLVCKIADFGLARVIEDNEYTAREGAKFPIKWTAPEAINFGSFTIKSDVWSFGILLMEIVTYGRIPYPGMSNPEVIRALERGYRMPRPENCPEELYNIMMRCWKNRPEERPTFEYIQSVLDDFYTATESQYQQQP
TbHK1 inh – T. brucei hexokinase 1 inhibition. recombinant TbHK1, G6PDH-coupled NADH A340. AID 1430. inhibition, % at 10 µM. 220,000 compounds, 0.11% hits;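 active = inhibition of 50% or more in the single-dose primary screen; inactive = inhibition below 50%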
EP2 antag – blocks the human prostaglandin E2 receptor EP2; AID 1422; C6 glioma cells expressing human EP2, cAMP TR-FRET; cells stimulated with saturating PGE2; 260,000 compounds, 0.52% hits; inhibition, % at 25 µM; P43116;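 active = percent inhibition above 40 after rounding to a whole number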;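 note: rat C6 glioma host cells with rolipram phosphodiesterase inhibitor present; the protocol text gives 20 µM as final concentration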
eIF4E-4G inh – blocks eIF4E binding to eIF4G; P63073+Q04637; TR-FRET eIF4E-eIF4GI(517-606) binding, 2 h; inhibition, % at 21.7 µM; 220,000 compounds, 0.37% hits;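 active = inhibition above about 30%, limit read from the data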;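 note: 0% = full FRET control wells and 100% = background wells lacking eIF4GI fragment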
EP2 mod – modulates human prostaglandin E2 receptor EP2 signaling; P43116; 260,000 compounds, 0.83% hits; EP2-expressing cells, cAMP HTRF FRET, PGE2 co-stimulation; induction, % at 25 µM;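 active = compounds whose cAMP rise, as percent of the full-agonist control response, exceeds 60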;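 note: rat C6 glioma line stably carrying human EP2 under a CMV promoter; the protocol text gives 20 µM as final concentration; 100% = response of wells given 1 µM PGE2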
Rad51 HR inh – blocks human Rad51 in homologous recombination | hRad51 DNA strand exchange, fluorescence dequenching | Q06609 | 200,000 compounds, 0.085% hits | inhibition, % at 10 µM;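 active = inhibition above 40% at the single screening dose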;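 note: 0% = DMSO control wells and 100% = blanks with heterologous ssDNA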
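Test system: preformed human Rad51 ssDNA filaments; also added: Donor/quencher-labelled 47-bp dsDNA substrate; doses: 10 µM final, single point; times: 37 °C 15-min filament assembly, 30-min compound preincubation, 15-min exchange; detection: FRET fluorescence dequenching, excitation 485 nm, emission 520 nm; read-out basis: Fluorescence-based percent inhibition, control- and blank-normalised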
Calpain2 inh – inhibitors of pig calpain II. inhibition, % at 16 µM. 220,000 compounds, 0.37% hits. purified calpain II, fluorogenic peptide substrate, 30 min;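 active = inhibition above about 50%, limit read from the data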
14-3-3 Bad inh – disrupts binding of bovine 14-3-3 zeta to phospho-Bad peptide. P63103. TR-FRET 14-3-3zeta/Dy647-pBad peptide displacement, 1 h. inhibition, % at 21.7 µM. 220,000 compounds, 0.71% hits;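 active = inhibition above about 70%, limit read from the data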;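 note: 0% = full 14-3-3 plus peptide FRET controls and 100% = background without 14-3-3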
Target sequence (P63103 whole entry, looked up): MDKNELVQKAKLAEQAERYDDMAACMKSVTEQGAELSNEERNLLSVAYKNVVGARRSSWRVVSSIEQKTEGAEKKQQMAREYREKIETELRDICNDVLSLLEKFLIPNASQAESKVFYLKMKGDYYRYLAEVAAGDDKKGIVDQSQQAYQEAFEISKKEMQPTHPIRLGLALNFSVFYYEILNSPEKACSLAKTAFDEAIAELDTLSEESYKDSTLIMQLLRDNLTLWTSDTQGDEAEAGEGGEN
* hit, by the source's call; . = not tested or not shown; & = joins results of further samples; [ ] = another dose, or the depositor's remark.

Order of results – zVAD death inh | Hck Nef HTS | TbHK1 inh | EP2 antag | eIF4E-4G inh | EP2 mod | Rad51 HR inh | Calpain2 inh | 14-3-3 Bad inh
- O=[N+]([O-])c1ccc(OCCO)c(P(=O)(c2ccccc2)c2ccccc2)c1
 : -0.1 | 1 | -12 | 6 | -1 | 17 | 4 | 6 | 4
- Cc1ccccc1CSc1ncc(C#N)c(N)n1
 : 0.6 | -1 | -6 | . | 2 | 0 | . | 14 | -4
- N#Cc1ccccc1Sc1ccccc1C(=O)Nc1ccc(Br)cc1
 : 0.7 | -1 | -3 | . | -1 | 31 | . | 24 | 2
- O=C(N/C(=C\c1cn(-c2ccccc2)nc1-c1ccc(Cl)cc1)C(=O)N1CCOCC1)c1ccccc1
 : 1.1 | 6 | -5 | 4 | -3[fluorescence artefact?] | -10 | 4 | -25 | 4
- CCOc1cnc(-c2ccc(Cl)cc2)o1
 : 0.3 | 1 | -2 | 8 | 4 | 7 | 0 | 12 | -25
- CCOC(=O)/C(C#N)=C1/C=CN(C)C=N1
 : -0.4 | -3 | -20 | 6 | 1 | 14 | -4 | 14 | 31[fluorescence artefact?]
- Cc1ccc(NC(=O)CCNS(=O)(=O)c2ccc3c(c2)c(=O)n(C)c(=O)n3C)cc1C
 : 6.7 | 15 | -2 | 1 | 1 | 15 | 17 | 10 | -5
- CC(COc1cccc2ccccc12)CN1CCN(C)CC1 (stereo not given)
 : 3.0 | -2 | 1 | 4 | 6 | 3 | -4 | -1 | 9
- Cc1cc(C)n(CC(=O)Nc2ccc([N+](=O)[O-])cc2)n1
 : 20 | 15 | -21 | 4 | 2 | -31 | -21 | -14 | -2
- CCN(CC)CCn1c(=N)n(CC(O)COc2cccc(C)c2)c2ccccc21 (stereo not given)
 : 2.0 | 7 | 4 | 10 | -1 | -31 | -5 | 9 | -7
- c1ccc2cc(-c3csnn3)ccc2c1
 : 0.0 | 1 | -1 | 12 | 13 | -36 | . | 4 | 6
- Cc1ccc([N+](=O)[O-])cc1NC(=S)NC(=O)c1cccnc1
 : 5.2 | -38 | -5 | 9 | 1 | -20 | -1 | 5 | 48
- Cc1cc(NC(=O)CSc2nnc(C3CC3)n2N)no1
 : 2.6 | 0 | -6 | 5 | -1 | 18 | 5 | -3 | -6
- COc1ccccc1/C=N/Nc1nc(C)cc(C)n1
 : -0.2 | 9 | -40 | 8 | -5 | 0 | 13 | 23 | 2
- COc1ccc(Cl)cc1NC(=O)C(C)Sc1nncn1C (stereo not given)
 : 0.4 | 0 | 1 | 9 | -3 | 7 | 5 | -18 | -1[fluorescence artefact?]
- CC(=O)NC1(c2cccc(F)c2)CCN(C(=O)Nc2ccc(C#N)cc2)CC1
 : 1.0 | -26 | 6 | 16 | 3 | 34 | 0 | -12 | 6
- O=C(/C=C/c1cccc(Oc2ccccc2)c1)N1CCOCC1
 : 1.0 | 20 | -3 | 3 | 5 | -9 | 7 | -13 | -14
- CC/C(=N/Nc1cccc(Cl)c1)c1cnnc(SC)n1
 : 1.5 | 0 | -5 | 6 | 2 | -3 | . | -28 | 11
- O=C(O)C(Cc1ccccc1)N1CCS(=O)(=O)CC1 (stereo not given)
 : -0.2 | 19 | 1 | 1 | 1 | 10 | 0 | 6 | -2
- O=C(CNCCCO)Nc1cc(C(F)(F)F)cc(NC(=O)CNCCCO)c1Cl
 : -0.1 | 9 | -1 | 1 | 1 | 8 | 5 | 6 | -19[fluorescence artefact?]
- CC(C)C(=O)NC(NC(=O)C(C)C)c1ccc([N+](=O)[O-])cc1
 : 0.2 | 2 | -9 | 9 | 3 | 34 | -3 | -17 | 1
- O=C(NC(=S)Nc1cccc([N+](=O)[O-])c1)c1ccccc1
 : -0.7 | -9 | -12 | 10 | 6 | -41 | -9 | 18 | -10
- COc1ccc(C(=O)N(C(C)C)C(C)C)c(OC)c1
 : -0.3 | 1 | 5 | 16 | 10 | 12 | -3 | 3 | -5
- COc1ccc(Cl)cc1NC(=O)CSc1nc2sccc2c(=O)[nH]1
 : -0.4 | 0 | 7 | 4 | -1 | -8 | . | 36 | 0
- Cc1ccc(NC(=O)NC2CCCCC2)cc1Cl
 : 11 | 1 | -3 | 5 | -5[fluorescence artefact?] | -14 | 1 | -44 | -1[fluorescence artefact?]
- CS(=O)(=O)N1CCc2cc(-c3csc(NCC4CCCO4)n3)ccc21 (stereo not given)
 : 0.8 | 1 | -5 | 8 | 0 | -31 | -2 | -31 | -2
- CCCCCCN(C(=O)CCCCCN1C(=O)NC(c2ccc(Cl)cc2)C(C(=O)OCc2ccccc2)=C1C)C(C(=O)NCCCC)c1ccc(OCC(=O)OC)c(C(=O)OC)c1 (stereo not given)
 : 0.9 | -3 | 3 | 3 | -1 | 1 | 0 | -9 | 2
- COC(=O)c1ccc(NCC(=O)c2ccccc2)cc1
 : 2.6 | 1 | 3 | 5 | -8 | -13 | 8 | 3 | 8
- COCCN1C(=O)c2oc3cc(C)c(C)cc3c(=O)c2C1c1ccc(O)cc1 (stereo not given)
 : -0.3 | 1 | -8 | 5 | . | . | -4 | . | .
- CC1CCN(C(C(=O)NC2CCCCC2)c2cc3c(cc2[N+](=O)[O-])OCO3)CC1 (stereo not given)
 : . | -6 | -3 | 10 | -4 | 13 | . | 2 | -6[fluorescence artefact?]

Additional results follow:
mol	zVAD death inh	Hck Nef HTS	TbHK1 inh	EP2 antag	eIF4E-4G inh	EP2 mod	Rad51 HR inh	Calpain2 inh	14-3-3 Bad inh
Cc1cc(C(F)(F)F)nc(SCC(=O)Nc2cc(C)on2)n1	-0.2	-8	1	3	4	-4	-2	14	-2
CC(=O)c1ccc(N2CCN(C(=S)NCc3ccco3)CC2)cc1	0.8	27	-6	2	1	-42	-7	1	-18
COc1ccc2oc(C(=O)NN3C(C)CCCC3C)c(C)c2c1 (stereo not given)	3.7	18	-6	4	2	-5	-6	-6	-13
S=c1[nH]nc(COc2ccccc2)n1-c1ccccc1	0.5	22	-6	5	-2	-4	-17	-11	-24
O=C(c1ccc2c3c(cccc13)CC2)C1CCCN(C(=O)c2ccc(=O)[nH]c2)C1 (stereo not given)	14	14	-6	10	0	0	1	-217	-8
O=C(Nc1nc2ccc([N+](=O)[O-])cc2s1)c1ccc(S(=O)(=O)N2CCCc3ccccc32)cc1	1.9	6	-11	16	-2	-53	-16	-85	-5
O=C(Nc1ccc(Br)cc1)c1ccc(N2C(=O)C3CC=CCC3C2=O)cc1 (stereo not given)	3.0	4	28	11	-2[fluorescence artefact?]	-22	1	3	0
C/C(N)=C(/C#N)C(=O)CSc1nc2scc(-c3ccc(F)cc3)c2c(=O)n1C	-0.7	10	7	5	0	-37	-5	-16	0
CCn1nnc(NC(=O)Cc2ccc(Cl)cc2)n1	0.8	15	-2	8&7	6	4&7	1	15	-3
CN1C(=O)SC(Nc2ccccc2C(=O)O)C1=O (stereo not given)	3.1	3	0	3&8	-5[fluorescence artefact?]	2&-8	0	-82	-5[fluorescence artefact?]
COC(=O)c1c(NC(C)=O)sc(Cc2ccccc2)c1C	0.4	-1	1	12	-3	48	-3	-4	-12
CCSc1nc(=S)n(CC)c(C)c1C(C)=O	-0.1	1	-15	5	7	-7	9	-35	-11
Cc1cc(-n2c(C)cc(C(=O)CSc3nnc4sc5ccccc5n34)c2C)no1	-0.2	1	-7	10	-9	-1	3	18	-4
CCCCCOC(=O)C1=C(C)N(C)C(=O)NC1c1cc(Br)c(O)c(OC)c1 (stereo not given)	-0.7	3	-3	16	5	41	5	-15	-23
CCOC1(c2ccccc2)CC1C(=O)N/N=C/c1cccc([N+](=O)[O-])c1 (stereo not given)	2.2	25	4	8	6	-3	16	2	-1
COc1ccc(C(=O)OCC(=O)Nc2sccc2C(N)=O)cc1OC	0.5	13	-3	16	5	-46	-4	11	1
CCCOC(=O)C(=O)NNc1ccccc1	-0.2	25	1	7	-1	13	5	14	-10
COc1cccc(NS(=O)(=O)c2ccc(OC)c(OC)c2)c1	2.7	-3	-1	8	-1	18	-2	15	2
Cc1c(NC(=O)c2cnn3c(C(F)(F)F)cc(-c4ccco4)nc23)c(=O)n(-c2ccccc2)n1C	-0.2	2	-25	18	2	-4	25	20	-5
COc1cccc(OC)c1C(=O)Nc1cccc(-c2ccc3nncn3n2)c1	1.5	28	-6	7	-2	-35	5	-8	-2
CSCCC(NS(=O)(=O)c1ccccc1F)C(=O)NC(C)c1ccccc1 (stereo not given)	0.2	14	-5	5	-2	-2	6	-17	-6
COC(=O)c1c(C(=O)OC)c(-c2ccccc2)n2c1CS(=O)(=O)C2	-0.2	-2	-6	-1	2	5	1	-7	9
O=C(NNC1CC(=O)N(c2ccc(Br)cc2)C1=O)c1ccccn1 (stereo not given)	2.7	21	3	1	-2	4	-10	-31	-15
O=[N+]([O-])c1cccc(C(=S)N2CCCC2)c1	3.6	12	1	8	2	-5	0	39	-3
COC(=O)c1ccc(NC(=O)c2ccccc2CC[N+](=O)[O-])cc1	2.4	16	-10	15	-1	-57	0	-4	-3
Cc1ccccc1NC(=O)c1cnc(Nc2nc3ccccc3s2)nc1C	-0.1	0	-6	6	-18	3	0	20	5
Cc1ccccc1C(=O)N1CCN(c2ccc([N+](=O)[O-])c(NCc3cccnc3)c2)CC1	-0.6	-2	-4	5	-12	-2	8	21	2
NS(=O)(=O)c1ccc(NCc2ccccc2OCc2ccccc2F)cc1	-0.1	2	-1	0	10	22	-6	-4	82*
Cc1cc(Oc2ccccc2)nc(-c2ccccc2)n1	0.6	0	-3	6	6	20	5	-5	-8
CCN(C(=O)COc1ccc(C)nc1[N+](=O)[O-])C1CCS(=O)(=O)C1 (stereo not given)	-0.2	1	22	7	1[fluorescence artefact?]	16	-3	-1	-14
Cc1cc(Cl)nc(Cl)c1C(=O)N1CCOCC1	0.8	9	-3	4	2	16	.	4	1

These rows are one share of the data, so the mix of outcomes need not match the whole.
